High-throughput results as filed in PubChem.
PfHsp90 set2 = growth inhibition of PfHsp90-expressing yeast, primary screen, antimalarial PfHsp90 inhibitor project, S. cerevisiae, BacTiter-Glo luminescence, single point, set 2 | inhibition, % at 9.4 µM | hit rate 0.32% among 310,000 | BacTiter-Glo ATP, 48 h; yeast lacking PDR1 and PDR3 efflux regulators;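 active means every replicate shows inhibition above about 80%, whatever the replicate mean, limit read from the data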;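 further: 0% = DMSO neutral controls and 100% = 20 µM radicicol positive controls; yeast relying on Plasmodium falciparum Hsp90 in place of its own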
Keap1-Nrf2 PPI = Keap1-Nrf2 protein-protein interaction inhibitors, primary screen, biochemical, fluorescence polarization, single point; inhibition, % at 9.4 µM; hit rate 0.15% among 340,000; Keap1 Kelch-Nrf2 peptide fluorescence polarization, 1536-well; AID 504523, 2011; in the data active means inhibition above about 12%;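 further: human Keap1 Kelch domain with fluorescein labeled Nrf2 9mer peptide probe; 0% = neutral control wells and 100% = peptide positive control; higher means more block of Keap1 binding to Nrf2 peptide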
SUMO Mot1 rescue = yeast Mot1-301 growth rescue at high temperature, primary screen, SUMOylation pathway inhibitor project, S. cerevisiae, ATP luminescence, 38.5C; S. cerevisiae Mot1-301 growth rescue; percent above DMSO median, 100 means doubled; growth rescue, % at 18.8 µM; hit rate 1% among 320,000; AID 2716, 2010;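 active means every valid replicate shows activation above 250% relative to neutral control wells; inactive means the rest, any valid replicate at or below 250%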;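 further: OY570 slx delta 5 strain wells were the positive control but not used for scaling; some compounds called inactive have numbers as strong as hits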
NSD2 inh = NSD2 histone methyltransferase inhibitors, primary screen, biochemical, AlphaScreen, single concentration, set 2; inhibition, % at 12.5 µM; NSD2 peptide methylation, 120 min; hit rate 0.54% among 310,000; Histone-lysine N-methyltransferase NSD2 (Homo sapiens), O96028; in the data active means inhibition above about 50%
Target sequence (O96028 whole entry, looked up): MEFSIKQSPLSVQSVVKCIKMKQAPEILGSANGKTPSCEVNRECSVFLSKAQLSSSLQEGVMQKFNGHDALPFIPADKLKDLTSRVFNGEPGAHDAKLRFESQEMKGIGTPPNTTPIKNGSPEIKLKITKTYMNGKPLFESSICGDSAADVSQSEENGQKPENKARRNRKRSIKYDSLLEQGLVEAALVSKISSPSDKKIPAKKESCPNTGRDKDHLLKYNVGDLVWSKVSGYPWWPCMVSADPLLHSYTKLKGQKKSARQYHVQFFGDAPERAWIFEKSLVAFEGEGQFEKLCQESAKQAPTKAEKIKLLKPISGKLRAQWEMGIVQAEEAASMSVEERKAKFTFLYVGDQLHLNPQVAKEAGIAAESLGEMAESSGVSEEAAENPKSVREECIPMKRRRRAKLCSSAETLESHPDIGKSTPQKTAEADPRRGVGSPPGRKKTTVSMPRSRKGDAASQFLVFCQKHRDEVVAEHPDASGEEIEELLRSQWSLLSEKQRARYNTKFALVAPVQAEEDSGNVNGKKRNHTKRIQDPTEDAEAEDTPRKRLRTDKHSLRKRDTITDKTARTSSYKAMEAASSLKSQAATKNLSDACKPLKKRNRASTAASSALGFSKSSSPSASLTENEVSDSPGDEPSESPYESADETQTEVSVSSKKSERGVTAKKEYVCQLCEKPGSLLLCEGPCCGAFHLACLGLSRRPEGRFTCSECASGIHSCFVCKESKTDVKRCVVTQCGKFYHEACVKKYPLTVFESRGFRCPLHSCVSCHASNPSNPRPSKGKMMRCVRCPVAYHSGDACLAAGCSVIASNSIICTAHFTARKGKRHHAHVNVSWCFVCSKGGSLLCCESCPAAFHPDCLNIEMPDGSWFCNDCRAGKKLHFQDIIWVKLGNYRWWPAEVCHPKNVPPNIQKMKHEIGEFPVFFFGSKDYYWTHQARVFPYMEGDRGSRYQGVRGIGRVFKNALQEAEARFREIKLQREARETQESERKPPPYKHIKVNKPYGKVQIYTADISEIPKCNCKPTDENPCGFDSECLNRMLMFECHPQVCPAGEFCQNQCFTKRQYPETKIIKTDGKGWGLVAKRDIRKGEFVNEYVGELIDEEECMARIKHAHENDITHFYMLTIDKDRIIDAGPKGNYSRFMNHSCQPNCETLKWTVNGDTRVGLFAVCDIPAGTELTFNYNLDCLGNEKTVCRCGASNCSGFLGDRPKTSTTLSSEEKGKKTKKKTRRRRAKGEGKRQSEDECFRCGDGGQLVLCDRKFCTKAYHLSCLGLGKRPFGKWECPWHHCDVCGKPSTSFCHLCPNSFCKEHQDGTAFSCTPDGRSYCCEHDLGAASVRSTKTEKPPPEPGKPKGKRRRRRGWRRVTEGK
LANA DNA inh = inhibitors of KSHV C-LANA binding to DNA, primary screen, biochemical, fluorescence polarization, FAM-LBS DNA, MBP-C-LANA, single point; Kaposi's sarcoma herpesvirus LANA C-terminal domain (residues 932-1162) DNA binding; inhibition, % at 9 µM; hit rate 0.078% among 340,000; AID 504423, 2011;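 active means highest replicate inhibition at or above 60% at 9 µM, even if other replicates fall short; inactive means all replicates below 60% inhibition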;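 further: 0% = neutral control wells and 100% = 4 µM acridine orange control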
RTF Ca sens act = cardiac RTF calcium sensitivity activators, primary screen, biochemical, IANBD-TnC fluorescence, EC20 calcium; IANBD-labeled TnC RTF fluorescence at EC20 calcium; 0% EC20 calcium, 100% full calcium; hit rate 0.24% among 340,000; activation, % at 7.2 µM; Troponin I, cardiac muscle (Homo sapiens) + Troponin T, cardiac muscle (Homo sapiens) + …;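 active means activation above the mean over all tested compounds plus 3 SD, cut at about 30% in these data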;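 further: rise in fluorescence read as greater calcium sensitivity of cardiac thin filaments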
Rtt109 HAT inh = inhibitors of C. albicans Rtt109/Vps75 HAT, primary screen, biochemical, ThioGlo CoA-SH fluorescence, plate reader; Histone acetyltransferase RTT109 (Candida albicans (strain SC5314 / ATCC MYA-2876)), …; purified Rtt109/Vps75, 4 h; inhibition, % at 34.9 µM; hit rate 0.16% among 330,000;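 active means inhibition of at least 50% in every replicate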
CDK5 inh = inhibitors of human CDK5/p35 kinase, primary screen, biochemical, single concentration. inhibition, % at 10 µM. AID 488839, 2010. hit rate 0.01% among 330,000. Recombinant CDK5/p35, ADP-Glo luminescence, 60 min;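 active means highest replicate inhibition of at least 50% and at least 75% of replicates reaching 50%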;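 further: plate controls were DMSO neutral control for no effect and GW8510 at 10 µM for full effect; many of its hits are not listed in these tables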
PvdQ acylase = P. aeruginosa PvdQ acylase inhibitors, primary screen, biochemical, fluorescence, plate reader and imaging, single point. purified PvdQ acylase. hit rate 0.063% among 340,000. PvdQ acylase [Pseudomonas aeruginosa LESB58]. inhibition, % at 10 µM; in the data active means inhibition above about 30%, passing the limit was not always enough;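 further: 0% = vehicle neutral wells and 100% = reference inhibitor wells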
dFosB act = activators of delta FosB homodimer, primary screen, biochemical, fluorescence polarization, TAMRA-CDK5 oligo, single point; Protein FosB (Mus musculus), P13346; purified delta FosB; percent of positive-control signal above neutral wells; activation, % at 25 µM; hit rate 0.99% among 340,000; AID 493131, 2011;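 active means mean activation above about 17%, with every replicate also reaching it, limit read from the data, passing the limit was not always enough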;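 further: fluorescence polarization rise as delta FosB binds a TAMRA Cdk5 AP-1 oligo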
Cardiac RTF inh = cardiac RTF calcium sensitivity inhibitors, primary screen, biochemical, IANBD-TnC fluorescence, EC70 calcium; Troponin I, cardiac muscle (Homo sapiens) + Troponin T, cardiac muscle (Homo sapiens) + …; IANBD-labeled cardiac RTF, Ca2+ fluorescence; inhibition, % at 7.15 µM; hit rate 0.12% among 340,000;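 active means inhibition above the mean inhibition of all tested compounds plus 3 SD, cut at about 17% in these data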;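 further: assay run at fixed EC70 calcium of 1.6 mM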
* hit, by the source's call.

How did c1ccc2c(c1)nc(Nc1ccc(N3CCCCC3)cc1)c1nncn12 do in these assays?
PfHsp90 set2: -26.4; Keap1-Nrf2 PPI: -4.2; SUMO Mot1 rescue: 11.1; NSD2 inh: 3.3; LANA DNA inh: 0.1; RTF Ca sens act: -1.3; Rtt109 HAT inh: 6.9; CDK5 inh: -0.8; PvdQ acylase: -1.7; dFosB act: -26.2; Cardiac RTF inh: -4.3

What do the screens show for `Cc1[nH]c2ccccc2c1C(=O)COC(=O)Cn1c(C)nc2ccccc21`?
PfHsp90 set2: 18.7; Keap1-Nrf2 PPI: 2.7; SUMO Mot1 rescue: 1.1; NSD2 inh: 1.2; LANA DNA inh: 1.8; RTF Ca sens act: -2.6; Rtt109 HAT inh: -3.1; CDK5 inh: 0.2; PvdQ acylase: 13.5; dFosB act: -1.7; Cardiac RTF inh: 1.2

Results for Cc1ccc([N+](=O)[O-])cc1N(CC(=O)Nc1ccc(S(=O)(=O)Nc2cccc(C(F)(F)F)c2)cc1)S(C)(=O)=O ?
PfHsp90 set2: 2.7; Keap1-Nrf2 PPI: -2.5; SUMO Mot1 rescue: -19.9; NSD2 inh: -0.4; LANA DNA inh: 1.4; RTF Ca sens act: -10.5; Rtt109 HAT inh: 3.5; CDK5 inh: 1.7; PvdQ acylase: 11.9; dFosB act: 0.0; Cardiac RTF inh: 1.9

How did Cc1ccc(-n2c(-c3ccncc3)nnc2-c2ccco2)cc1 do in these assays?
PfHsp90 set2: 13.5; Keap1-Nrf2 PPI: -1.1; SUMO Mot1 rescue: -0.4; NSD2 inh: -1.8; LANA DNA inh: 1.2; RTF Ca sens act: 0.9; Rtt109 HAT inh: -11.8; CDK5 inh: 1.1; PvdQ acylase: -9.6; dFosB act: 0.1; Cardiac RTF inh: -8.4

How did O=C(N/N=C1/CC(c2ccccc2)Oc2ccccc21)C1CC1 (centres undefined) do in these assays?
PfHsp90 set2: 0.0; Keap1-Nrf2 PPI: -3.0; SUMO Mot1 rescue: 2.7; NSD2 inh: -3.9; LANA DNA inh: 0.3; RTF Ca sens act: 0.8; Rtt109 HAT inh: 5.4; CDK5 inh: 0.1; PvdQ acylase: -11.8; dFosB act: -12.1; Cardiac RTF inh: -4.4

How did CN(C(=O)CN1CCN(c2ccc([N+](=O)[O-])cn2)CC1)c1ccccc1 do in these assays?
PfHsp90 set2: 13.3; Keap1-Nrf2 PPI: -0.1; SUMO Mot1 rescue: -18.0; NSD2 inh: 0.8; LANA DNA inh: 0.6; RTF Ca sens act: -2.0; Rtt109 HAT inh: 0.1; CDK5 inh: 1.1; PvdQ acylase: 7.9; dFosB act: 8.0; Cardiac RTF inh: 0.8

How did CCOc1ccccc1CN1CCNC(=O)C1CC(=O)NCCCn1cccn1 (centres undefined) do in these assays?
PfHsp90 set2: -10.8; Keap1-Nrf2 PPI: -0.8; SUMO Mot1 rescue: -1.8; NSD2 inh: -4.7; LANA DNA inh: 0.4; RTF Ca sens act: 6.3; Rtt109 HAT inh: 5.8; CDK5 inh: -1.7; PvdQ acylase: -13.3; dFosB act: -2.8; Cardiac RTF inh: -10.8

How did O=C(NC1CC1)c1scc2c1OCCO2 do in these assays?
PfHsp90 set2: -11.5; Keap1-Nrf2 PPI: 0.2; SUMO Mot1 rescue: -7.3; NSD2 inh: 3.6; LANA DNA inh: 4.2; RTF Ca sens act: -0.5; Rtt109 HAT inh: -2.7; CDK5 inh: 0.4; PvdQ acylase: -9.2; dFosB act: 6.2; Cardiac RTF inh: -4.5

Results for N#Cc1c(N2CCN(c3ccc([N+](=O)[O-])cc3)CC2)[n+](=O)c2ccc(Cl)cc2n1[O-] ?
PfHsp90 set2: -10.7; Keap1-Nrf2 PPI: -3.8; LANA DNA inh: -0.7; RTF Ca sens act: 14.3; Rtt109 HAT inh: -5.0; CDK5 inh: -3.5; PvdQ acylase: -21.0; dFosB act: 3.6; Cardiac RTF inh: -27.1

What do the screens show for `O=c1[nH]c2ccccc2nc1-c1ccc(Cl)cc1`?
PfHsp90 set2: -13.8; Keap1-Nrf2 PPI: -4.3; SUMO Mot1 rescue: -6.2; NSD2 inh: -3.4; LANA DNA inh: 0.8; RTF Ca sens act: 4.1; Rtt109 HAT inh: -4.0; CDK5 inh: 0.7; PvdQ acylase: -12.6; dFosB act: 4.1; Cardiac RTF inh: 0.7

Results for CCc1nnc(NC(=O)/C=C/c2cccs2)s1 ?
PfHsp90 set2: 2.6; Keap1-Nrf2 PPI: -5.3; SUMO Mot1 rescue: -3.6; NSD2 inh: 0.8; LANA DNA inh: 6.4; RTF Ca sens act: 9.1; Rtt109 HAT inh: -2.1; CDK5 inh: -3.6; PvdQ acylase: -27.5; dFosB act: -0.2; Cardiac RTF inh: -6.7

How did Cc1cc(OCC(=O)OCC(=O)N2c3ccccc3NC(=O)C2(C)C)ccc1Cl do in these assays?
PfHsp90 set2: -20.9; Keap1-Nrf2 PPI: -3.2; NSD2 inh: -0.7; LANA DNA inh: 0.5; RTF Ca sens act: 2.3; Rtt109 HAT inh: -7.6; CDK5 inh: 0.9; PvdQ acylase: -13.1; dFosB act: -13.8; Cardiac RTF inh: -1.7

Results for Nc1ccc(C(=O)OCC(=O)Nc2cccc(S(=O)(=O)NC3=NCCCCC3)c2)cc1[N+](=O)[O-] ?
PfHsp90 set2: 28.1; Keap1-Nrf2 PPI: 5.2; SUMO Mot1 rescue: -16.2; NSD2 inh: 1.0; LANA DNA inh: -1.6; RTF Ca sens act: -5.1; Rtt109 HAT inh: -2.4; CDK5 inh: -1.4; PvdQ acylase: -0.4; dFosB act: 14.4; Cardiac RTF inh: -3.4

What do the screens show for `S=C(NCc1ccc2c(c1)OCO2)Nc1ccc(-c2nc3ccccc3[nH]2)cc1`?
PfHsp90 set2: 12.7; Keap1-Nrf2 PPI: -4.4; SUMO Mot1 rescue: 7.3; NSD2 inh: -1.7; LANA DNA inh: 1.8; RTF Ca sens act: 0.6; Rtt109 HAT inh: -15.6; CDK5 inh: 0.7; PvdQ acylase: -0.1; dFosB act: 31.7*; Cardiac RTF inh: 0.8

Results for Cc1ccc(CSC2=NCCN2C(=O)c2ccc([N+](=O)[O-])cc2)cc1 ?
PfHsp90 set2: 26.8; Keap1-Nrf2 PPI: -11.3; SUMO Mot1 rescue: -6.5; NSD2 inh: -0.6; LANA DNA inh: -1.9; RTF Ca sens act: 3.5; Rtt109 HAT inh: -8.7; CDK5 inh: -1.8; PvdQ acylase: -19.9; dFosB act: -2.4; Cardiac RTF inh: -3.7

What do the screens show for `COc1ccc(/C=C/C(=O)NC2CC3CCC2C3)cc1` (centres undefined)?
PfHsp90 set2: -2.4; Keap1-Nrf2 PPI: -0.6; SUMO Mot1 rescue: -26.7; NSD2 inh: 0.1; LANA DNA inh: -3.8; RTF Ca sens act: 0.5; Rtt109 HAT inh: 2.1; CDK5 inh: 0.5; PvdQ acylase: -11.7; dFosB act: 1.0; Cardiac RTF inh: -5.3

How did O=C(CSc1nnc(-c2ccc(O)cc2)o1)Nc1ccc2c(c1)OCCO2 do in these assays?
PfHsp90 set2: 4.3; Keap1-Nrf2 PPI: 2.3; NSD2 inh: 4.9; LANA DNA inh: 0.7; RTF Ca sens act: -1.4; Rtt109 HAT inh: 0.6; CDK5 inh: -1.2; PvdQ acylase: 9.9; dFosB act: 3.9; Cardiac RTF inh: -7.2

How did CC(C)CNC(=O)c1cccc(NC(=O)C(C)Oc2ccccc2)c1 (centres undefined) do in these assays?
PfHsp90 set2: 7.3; Keap1-Nrf2 PPI: -2.7; SUMO Mot1 rescue: -16.6; NSD2 inh: -4.0; LANA DNA inh: -2.1; RTF Ca sens act: 1.8; Rtt109 HAT inh: 6.2; CDK5 inh: 1.3; PvdQ acylase: -4.6; dFosB act: -4.4; Cardiac RTF inh: -7.4

How did COc1cccc(/C=C2\NC(=O)NC2=O)c1O do in these assays?
PfHsp90 set2: 7.0; Keap1-Nrf2 PPI: -6.0; SUMO Mot1 rescue: -5.6; NSD2 inh: 26.7; LANA DNA inh: -0.2; RTF Ca sens act: 0.3; Rtt109 HAT inh: -7.9; CDK5 inh: -0.5; PvdQ acylase: -7.0; dFosB act: 4.5; Cardiac RTF inh: -4.3

How did Cc1ccc(-n2c(-c3ccco3)nc3c(cnn3-c3ccccc3C)c2=O)cc1 do in these assays?
PfHsp90 set2: 7.8; Keap1-Nrf2 PPI: 2.2; SUMO Mot1 rescue: -12.5; LANA DNA inh: 2.8; RTF Ca sens act: -0.9; Rtt109 HAT inh: 0.1; CDK5 inh: -0.6; PvdQ acylase: 3.5; dFosB act: -4.9; Cardiac RTF inh: -9.8

How did O=C(CN1C(=O)c2ccccc2C1=O)Nc1ccc(Cl)cn1 do in these assays?
PfHsp90 set2: -3.6; Keap1-Nrf2 PPI: -4.7; SUMO Mot1 rescue: 59.1; NSD2 inh: -1.5; LANA DNA inh: 1.8; RTF Ca sens act: -0.1; Rtt109 HAT inh: 10.0; CDK5 inh: 6.2; PvdQ acylase: 2.0; dFosB act: 7.7; Cardiac RTF inh: 2.1

Results for COc1ccc(C(C)=O)cc1CSc1ccc(S(=O)(=O)N2CCOCC2)cn1 ?
PfHsp90 set2: 7.4; Keap1-Nrf2 PPI: -3.3; SUMO Mot1 rescue: 13.4; LANA DNA inh: 0.2; RTF Ca sens act: 1.2; Rtt109 HAT inh: -3.0; CDK5 inh: 0.6; PvdQ acylase: -5.4; dFosB act: -13.6; Cardiac RTF inh: -11.0

How did O=C(N/N=C/c1ccncc1)c1ccc(NS(=O)(=O)c2cccs2)cc1 do in these assays?
PfHsp90 set2: -51.0; Keap1-Nrf2 PPI: 2.6; SUMO Mot1 rescue: 24.5; NSD2 inh: 4.5; LANA DNA inh: 0.6; RTF Ca sens act: -1.7; Rtt109 HAT inh: 11.4; CDK5 inh: 0.6; PvdQ acylase: -7.7; dFosB act: -2.9; Cardiac RTF inh: -6.3

What do the screens show for `CCOC(=O)c1cc(=O)n2c(nc3ccccc32)[nH]1`?
PfHsp90 set2: 10.4; Keap1-Nrf2 PPI: -2.2; SUMO Mot1 rescue: 86.5; LANA DNA inh: 3.1; RTF Ca sens act: -7.0; Rtt109 HAT inh: -1.7; CDK5 inh: -0.4; PvdQ acylase: -16.0; dFosB act: -8.6; Cardiac RTF inh: 2.2
